Screening data from PubChem BioAssay.
Tau ThT inhib: inhibitors of human tau fibril formation, thioflavin T binding | AID 1460 | Potency, µM (highest dose often 57.4 µM), for the others: at the top dose activity, negative = inhibition, hits mostly inhibitors | P10636 | 270,000 tested, 2.1% active | recombinant tau K18 P301L, heparin-induced fibrillization, ThT fluorescence; also: % is scaled to controls: 0 for no effect and ±100 for the full control effect; nearly all actives have a fitted effect of over 55% in size
Target sequence (P10636 561-689 P618L limits assumed): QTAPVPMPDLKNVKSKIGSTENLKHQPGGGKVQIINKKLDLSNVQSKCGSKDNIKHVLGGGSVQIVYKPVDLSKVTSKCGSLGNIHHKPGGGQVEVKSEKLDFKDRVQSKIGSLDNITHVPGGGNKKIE
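In this qHTS, human K18 P301L tau is incubated with compound and heparin for 6 hr at 37 C, and Thioflavin T fluorescence then reports fibril load.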
TRb-SRC2 inh: TRbeta-SRC2 interaction inhibition. Potency, µM (titrated, usually from 106 µM), inactives show at the top dose activity change, negative = inhibition, usual class: inhibitors. P10828. AID 1469. TRbeta-SRC2 peptide binding, fluorescence polarization; receptor liganded with 1 µM T3. 280,000 tested, 0.065% active;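 also: plate controls were bound peptide for no effect and peptide without receptor for full effect; nearly all actives have a fitted effect of over 50% in size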
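Binding of a 20-amino-acid Texas Red SRC2 peptide (20 nM) to TRb ligand-binding domain (0.6 uM) with agonist T3 at 1 uM was followed by fluorescence polarization after a 5 hr room-temperature incubation.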
L3MBTL1 block: L3MBTL1 (human) inhibition. Q9Y468. AlphaScreen L3MBTL1–H3K9me1 peptide binding. Potency, µM (doses to about 57.1 µM), for the others: at the highest dose activity, negative = inhibition, most hits filed as inhibitors. 230,000 tested, 0.66% active; also: % is scaled to controls: 0 for no effect and ±100 for the full control effect; nearly all actives have a fitted effect of over 60% in size
Target sequence (Q9Y468 whole entry, looked up): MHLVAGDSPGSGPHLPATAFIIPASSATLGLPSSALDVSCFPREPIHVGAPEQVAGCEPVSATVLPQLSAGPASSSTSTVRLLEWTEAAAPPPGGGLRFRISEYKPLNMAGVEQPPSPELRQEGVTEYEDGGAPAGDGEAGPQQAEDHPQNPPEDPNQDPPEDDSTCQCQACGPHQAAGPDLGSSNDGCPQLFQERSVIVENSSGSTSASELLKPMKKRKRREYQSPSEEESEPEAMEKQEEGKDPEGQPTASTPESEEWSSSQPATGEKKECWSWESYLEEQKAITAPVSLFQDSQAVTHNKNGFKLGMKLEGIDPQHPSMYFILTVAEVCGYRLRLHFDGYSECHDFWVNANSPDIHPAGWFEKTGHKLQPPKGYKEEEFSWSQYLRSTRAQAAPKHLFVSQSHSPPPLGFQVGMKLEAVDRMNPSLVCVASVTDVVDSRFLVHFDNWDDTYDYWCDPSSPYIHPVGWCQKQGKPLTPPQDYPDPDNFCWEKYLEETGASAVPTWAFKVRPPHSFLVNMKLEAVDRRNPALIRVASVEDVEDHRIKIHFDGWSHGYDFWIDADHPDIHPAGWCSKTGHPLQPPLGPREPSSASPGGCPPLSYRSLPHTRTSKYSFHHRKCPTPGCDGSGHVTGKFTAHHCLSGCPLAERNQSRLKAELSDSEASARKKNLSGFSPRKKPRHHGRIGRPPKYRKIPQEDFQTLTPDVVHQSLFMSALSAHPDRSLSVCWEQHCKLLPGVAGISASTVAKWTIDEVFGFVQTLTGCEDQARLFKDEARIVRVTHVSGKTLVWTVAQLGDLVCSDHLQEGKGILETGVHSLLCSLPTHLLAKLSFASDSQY
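AlphaScreen assay: L3MBTL1 (50 nM final) was preincubated 30 min at room temperature with biotinylated H3(1-15)K9me1 peptide (75 nM final), then 30 min with library compounds; streptavidin donor and nickel chelate acceptor beads (10 ug/mL final) added, 30 min dark.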
HTT ATP protect: protects HTT-Q103 PC12 cells, measured by ATP; PC12 HTT-Q103 induced, cytoprotection, ATP luminescence, 40 h; Potency, µM (titrated, usually from 56.4 µM), for the others: cytoprotection (ATP increase), actives largely listed as activators; 230,000 tested, 0.14% active;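 also: % of control where 0% means no effect; nearly all actives have a fitted effect of over 45% in size; toxic huntingtin expression switched on by the ecdysone agonist tebufenozide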
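PC12 cells stably carrying ecdysone-inducible Htt exon 1 (Q103)–GFP were induced with 100 nM tebufenozide (final) alongside library compounds in a dose series. Cytoprotection was scored as retained ATP by ATPlite luminescence.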
Tau fluor counter: counter-screen for tau fibril formation inhibitors. tau K18 P301L Alexa594 fluorescence, heparin fibrillization. Potency, µM (doses to about 57.7 µM), for the others: at the top dose activity change, negative = decrease. 280,000 tested, 0.93% active; also: % is scaled to controls: 0 for no effect and ±100 for the full control effect; nearly all actives have a fitted effect of over 55% in size
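Human tau K18 P301L (15 uM unlabeled, 0.24 uM Alexa 594-labeled) in 100 mM sodium acetate pH 7 with 20 uM heparin, 6 hr at 37 C. ThT 30 uM added, 1 hr ambient; Alexa 594 FP and total fluorescence read at 555/632 nm.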
RECQ1 inh: blocks DNA unwinding by human RECQ1. P46063. RECQ1 DNA unwinding, red fluorescence kinetic read. Potency, µM (series often up to 57.3 µM), for the others: at the highest dose activity, negative = inhibition, hits mostly inhibitors. 240,000 tested, 0.54% active. AID 2549;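 also: plate controls were vehicle for no effect and no enzyme for full effect; nearly all actives have a fitted effect of over 30% in size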
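RECQ1T1 50 nM; forked duplex (20 bp + 30-nt ss tails) 200 nM, ATP 2 mM final; pH 8.0, 2 mM MgCl2, 2.5 ug/ml poly(dI-dC); 15 min compound preincubation; discontinuous kinetic read over 2 h at RT.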
TexasRed fluor: counter-screen for TRb-SRC2 inhibitors: fluorescence interference | AID 1479 | 280,000 tested, 0.29% active | TRb/SRC2 Texas Red total fluorescence interference | Potency, µM (series often up to 106 µM), for inactives: at the highest dose fluorescence change, negative = quenching; active = well fitted curve in either direction with a large enough effect; inconclusive = small, poorly fitted or top-dose-only effect; also: % is scaled to controls: 0 for no effect and ±100 for the full control effect
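Flags fluorescent or light-absorbing compounds by total fluorescence, S + 2P, at 555 nm excitation and 632 nm emission. Mixture: 20 nM Texas Red SRC2 peptide, 0.6 uM human TRb LBD, 1 uM T3, 5% DMSO; compound exposure 5 h at ambient temperature.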
Tau FP inhib: tau fibrillization inhibition (FP). P10636. K18 P301L tau heparin fibrillization, Alexa594 FP, 6 h. Potency, µM (top dose mostly 57.7 µM), for the others: at the highest dose activity, negative = inhibition, most hits filed as inhibitors. 280,000 tested, 0.39% active. AID 1468; also: % is scaled to controls: 0 for no effect and ±100 for the full control effect; nearly all actives have a fitted effect of over 55% in size
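Human K18 P301L fragment (15 uM unlabeled plus 0.24 uM Alexa 594-labeled) in 100 mM sodium acetate pH 7 with compound, aggregation induced by 20 uM heparin for 6 hr at 37 C. ThT (30 uM) added for 1 hr, then Alexa 594 FP read.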
The depositor's hits bear a star; i = inactive; ? = inconclusive; / = not tested or not shown; & = joins results of further samples; [ ] = dose if it differs, or a comment. Unless noted, calls follow the shape of the dose curve; as a rule, active = well fitted curve in the direction sought with a large enough effect; inconclusive = small, poorly fitted or top-dose-only effect, or another doubt; inactive = no such curve, though single readings can be large; an effect the other way counts as inactive or inconclusive. Potency is read from the fitted curve at half-maximal effect.

SMILES | Tau ThT inhib | TRb-SRC2 inh | L3MBTL1 block | HTT ATP protect | Tau fluor counter | RECQ1 inh | TexasRed fluor | Tau FP inhib
COc1ccc(N(C(=O)Cn2nnc3ccccc32)C(C(=O)NC(C)(C)C)c2ccc(OC)c(O)c2)cc1 (stereo unspecified) | -5% | -8% | 50%[activator] | -7%[10 µM] | 0% | -5% | -2% | -2%
CCNC(=O)Cn1c(=O)c2c(ncn2Cc2ccccc2)n(Cc2ccccc2)c1=O | -1% | -9% | 4% | -7% | 0% | -6% | 0% | -9%
CCCc1cc(=O)oc2cc3occ(C)c3cc12 | -12% | 0% | / | -7% | -13% | -1% | -1% | -1%
Cc1csc(NC(=O)C2C3C=CC(O3)C2C(=O)O)n1 (stereo unspecified) | -15% | -15% | ? | -2% | 0% | -5% | -1% | -2%
Cn1/c(=N/N=C/c2ccc(Cl)c([N+](=O)[O-])c2)sc2ccccc21 | ? | -13%[53 µM] | 3% | -18% | -23% | i | 1%[53 µM] | -4%
O=C(NCc1ccccn1)c1n[nH]c2ccccc12 | -7% | -3% | -2% | -6% | 2% | i | -7% | 3%
Cc1sc2ncn(CC(=O)NCC3COc4ccccc4O3)c(=O)c2c1S(=O)(=O)N1CCOCC1 (stereo unspecified) | 6% | 5% | / | -15% | 6% | -3% | -2% | 0%
CCOCCCN(C(=O)Cn1nnc(-c2ccc(C)o2)n1)C(C(=O)NCC1CCCO1)c1ccc(F)cc1 (stereo unspecified) | 1% | 4% | / | 18%[10 µM] | 4% | 22% | -3% | 9%
CCOc1ccc(CCNC(=O)COC(=O)c2cccnc2OCC)cc1OCC | 4% | 4% | -1% | -1% | -4% | 8% | -2% | -11%
COC(=O)c1c(-c2ccc(F)cc2)csc1NC(=O)C1CCCO1 (stereo unspecified) | ? | -7% | 13% | -14% | -14% | i | 0% | 6%

Structures from the list above that contain fluorine, in the order listed:
SMILES | Tau ThT inhib | TRb-SRC2 inh | L3MBTL1 block | HTT ATP protect | Tau fluor counter | RECQ1 inh | TexasRed fluor | Tau FP inhib
CCOCCCN(C(=O)Cn1nnc(-c2ccc(C)o2)n1)C(C(=O)NCC1CCCO1)c1ccc(F)cc1 (stereo unspecified) | 1% | 4% | / | 18%[10 µM] | 4% | 22% | -3% | 9%
COC(=O)c1c(-c2ccc(F)cc2)csc1NC(=O)C1CCCO1 (stereo unspecified) | ? | -7% | 13% | -14% | -14% | i | 0% | 6%

Reprinted at random: two entries already listed
SMILES | Tau ThT inhib | TRb-SRC2 inh | L3MBTL1 block | HTT ATP protect | Tau fluor counter | RECQ1 inh | TexasRed fluor | Tau FP inhib
CCCc1cc(=O)oc2cc3occ(C)c3cc12 | -12% | 0% | / | -7% | -13% | -1% | -1% | -1%
Cc1sc2ncn(CC(=O)NCC3COc4ccccc4O3)c(=O)c2c1S(=O)(=O)N1CCOCC1 (stereo unspecified) | 6% | 5% | / | -15% | 6% | -3% | -2% | 0%

Next section:
SMILES | Tau ThT inhib | TRb-SRC2 inh | L3MBTL1 block | HTT ATP protect | Tau fluor counter | RECQ1 inh | TexasRed fluor | Tau FP inhib
COC(=O)c1sccc1NC(=S)Nc1cc(OC)ccc1OC | -22% | -2% | / | 8% | -26% | -9% | -2% | 1%
C/C(=N\NC(N)=S)c1ccccc1 | -3% | 5% | 3% | -9%[10 µM] | 4% | 1% | -2% | 7%
Cc1cccc(Nc2nc(N)nc(CN3CCC(C(N)=O)CC3)n2)c1C | -4% | -3% | / | 7% | -2% | 6% | -2% | -6%
CCOc1ccc(/C=N/NC(=O)c2ccccc2NC(=O)c2ccc(OC)cc2)cc1 | -7% | 7% | 4% | 0%[10 µM] | ? | 0% | 5% | ?
O=C(CC1Nc2ccccc2NC1=O)NCCCN1CCCCCC1 (stereo unspecified) | ? | -1% | 0% | -50%[inhibitor] | -7% | -3% | -1% | 4%
Cc1nc2ccccc2cc1OCc1ccc(Cl)cc1 | ? | -15% | 44%[activator] | / | -18% | -5% | -1% | -10%
O=S(=O)(Cc1ccccc1)N1CCCCC1 | -11% | 3% | / | 29% | -12% | i | -4% | -3%
c1coc(CNc2ncnc3c2oc2ccccc23)c1 | -16% | -2% | -10% | -25% | -5% | 1% | -1% | -2%
O=C(Nc1ccncc1)c1cc([N+](=O)[O-])ccc1Cl | -14% | -2% | / | -16% | -18% | i | 1% | 3%
CCN(c1cccc(C)c1)S(=O)(=O)c1cc2c(cc1C)n(C)c(=O)c(=O)n2C | -1% | 5% | / | / | -2% | / | 3% | 3%
Cc1cc(O)c2/c(=N\N)c(-c3csc(C)n3)coc2c1 | 3% | -5% | / | 0%[10 µM] | 2% | i | 0% | -8%
Fc1ccc(C(Nc2ccccn2)c2c[nH]c3ccccc23)cc1 (stereo unspecified) | ? | -6% | -23% | 0% | -22% | i | -3% | 9%
CCN(CC)S(=O)(=O)c1cccc2nsnc12 | -3% | -4% | -7% | 0%[10 µM] | -1% | i | -5% | -5%
Cc1cccc(C(=O)Nc2cc(C)ccc2NC(=O)COc2ccccc2)c1 | -4% | -14% | 10% | -10% | -13% | -5% | -2% | -15%
COc1ccc2cc(CN(CC3CCCO3)S(=O)(=O)c3ccc(C(C)=O)cc3)c(=O)[nH]c2c1 (stereo unspecified) | -4% | -6% | / | 23% | -7% | -7% | -9% | -5%
COc1ccc(/C=N/NC(=O)c2cc(O)c(O)c(O)c2)cc1Cn1cc([N+](=O)[O-])cn1 | ? | 17% | / | -52%[inhibitor] | ? | 1.8µM* | -8% | 0%
Cc1nc(C)c(CCNC(=O)c2ccc(C(F)(F)F)cc2)s1 | -14% | -12% | 3% | 10%[10 µM] | 3% | -7% | 1% | 4%
Cc1cc(Nc2ccc(C)c(Cl)c2)n2nc(-c3ccccc3)nc2n1 | -10% | 3% | / | / | -13% | / | 0% | -16%
O=C(NCc1cccnc1)c1sc2ccccc2c1Cl | -12% | -14% | 1% | -2%[10 µM] | -9% | -2% | 1% | 3%
COc1cccc(OC)c1C(=O)Nc1cccnc1 | -1% | 2% | -14% | 17%[10 µM] | 1% | i | 3% | -3%
CCn1nc(C(=O)OCc2cccc(S(=O)(=O)N(C)C)c2)c2ccccc2c1=O | / | 6% | / | 10%[10 µM] | 16% | -6% | -2% | -1%
Cc1ccc(N2C(=O)CSC23C(=O)N(CC(=O)NC2CCCCC2)c2ccccc23)cc1 (stereo unspecified) | -8% | 2% | / | / | -5% | / | -1% | -1%
Cc1ccccc1OCC(=O)NC(=S)Nc1ccc(S(=O)(=O)NC2CCCCC2)cc1 | -7% | -5% | -6% | -7% | -16% | -8% | 0% | -7%
O=C(Nc1ccc(Cl)cc1)N1CC=CCC1 | -3% | -3% | -1% | -17% | 1% | -17% | -3% | 4%
CC(C)c1csc2nc3n(c(=O)c12)CCCCC3 | 1% | -5% | 4% | -39% | 7% | 14% | -2% | 0%
CCOc1cc(C(=O)Nc2cnccn2)cc(OCC)c1OCC | -8% | -4% | -2% | -13% | -9% | 1% | -1% | 1%
COc1ccc(Cl)cc1NC(=O)CS(=O)(=O)c1cccc2nsnc12 | -7% | -4% | -2% | 10% | -23% | i | 0% | -12%
CCn1c(=O)cc(SCC(=O)Nc2cccnc2)c2ccccc21 | -3% | 5% | 5% | 12%[10 µM] | -3% | 1% | 0% | 0%
CCCNC(=O)c1cc(-c2ccc(OC)cc2)n(CCCOC)c1C | -5% | 7% | -7% | -14%[10 µM] | -4% | -5% | 3% | 0%
CCOC(=O)N1CCC(Nc2c(Nc3ccc(F)cc3)c(=O)c2=O)CC1 | -9% | 0% | / | -7% | -20% | -1% | 1% | ?
CCC(Oc1ccccc1)C(=O)NCc1cccnc1 (stereo unspecified) | -8% | 1% | -2% | -5%[0.074 µM] | -1% | i | 0% | -7%
CCOc1ccccc1C(=O)NCC(=O)NCCCc1ccccc1 | -9% | -3% | / | -28% | -14% | 0% | 0% | -2%
CCNC(=O)COC(=O)CCC(=O)c1cccs1 | -5% | -6% | 41%[activator] | 3%[10 µM] | -9% | -2% | -6% | 1%
Clc1c(Cl)c(Cl)c2n[nH]nc2c1Cl | 9% | 4% | 0% | 10%[10 µM] | -10% | 22% | -5% | 17%
Cc1cc(C(=O)N/N=C2\CCCC(=O)C2)c(C)n1-c1ccccc1 | -11% | -6% | 6% | 36%[10 µM] | -4% | -1% | 0% | 3%
Fc1ccc(C2=NCCC(c3ccccc3)O2)cc1 (stereo unspecified) | -15%[126 µM] | 6%[201 µM] | / | -11%[96.6 µM] | -14%[126 µM] | i | -1%[201 µM] | 3%[126 µM]
Cc1cc(C)cc(N(CC(=O)NCc2ccc3c(c2)OCO3)C(=O)CCC(=O)Nc2ccccn2)c1 | -23% | 0% | -6% | -24% | -6% | 0% | 2% | -9%
CCOc1ccccc1-n1c(SCC(N)=O)nnc1-c1ccc(O)cc1 | -2% | -10% | 16% | 1% | -4% | i | -3% | -10%
Cc1ccc(-c2nnc(SCC(=O)N3CCCc4ccccc43)o2)cc1 | -16% | 0% | / | / | -16% | / | -1% | -7%
COc1ccc(-c2nn(-c3ccc(F)cc3F)c3c2cnc2ccc(F)cc23)cc1 | -2% | -6% | / | / | -10% | / | 0% | -9%
O=C(N/N=C1\CC2CC=CC12)c1ccc(Br)cc1 (stereo unspecified) | -17% | -8% | 10% | / | 4% | 4% | -1% | 0%
COc1ccc2cc(CCC(C)=O)ccc2c1 | ? | -2% | / | -180%[inhibitor] | -18%&-16% | -10% | -1% | -7%&-12%
COc1cc(Cl)nn(-c2ccccc2)c1=O | 1% | -12% | 32%[activator] | 8%[10 µM] | -3% | i | 1% | 2%
COc1ccc(C(C)=O)cc1CSc1nnnn1-c1ccc(O)cc1 | 9% | 1% | 8% | 10%[10 µM] | -4% | i | 1% | 7%
CCOC(=O)C1CCN(C(=O)CSCc2nc(-c3ccc(OCC)cc3)oc2C)CC1 | ? | -4% | -1% | -5%[10 µM] | -4% | -3% | -5% | 8%
COc1ccc(C)cc1NC(=O)CSc1nc(=O)n(Cc2cccnc2)c2c1CCC2 | -6% | -4% | / | / | 0% | / | -1% | -7%

Only part of the results is shown; the hit share may differ from the screen's.
